Akt phos inh – HTS Assay for Inhibitors of Akt Phophorylation: Primary Screen; Neuro2A IGF-stimulated pAkt S473 HTRF, 20 min; active compounds read low; AID 651550, 2012; actives 0.32% (n = 360,000); activity change, % for hits at 50 µM; in the data active = activity change below about -80%; inconclusive = mostly about -51% to -80%; note: % is set by controls: 0 for no effect and ±100 for the full control effect
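Single-point screen (50 µM final compound) in Neuro2A cells stimulated 20 min with 6 nM IGF at 37 deg C. After lysis, Ser473-phosphorylated Akt read by HTRF (ex 330 nm, em 615/665 nm) as the 665/615 ratio.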
Mm-Cpn inhibitor – Inhibitors of TCP-1 ring complex (TRiC) of Methanococcus maripaludis (MmCpn): qHTS | Chaperonin Mm-Cpn (Methanococcus maripaludis) | actives 0.031% (n = 330,000) | purified Mm-Cpn ATPase, ADP Transcreener TR-FRET | AID 504842, 2011 | Potency, µM (doses to about 76.9 µM), without a hit: at the top dose activity, negative = inhibition, usual class: inhibitors; note: potency is the fitted concentration of half-maximal effect; % is set by controls: 0 for no effect and ±100 for the full control effect; nearly all actives have a fitted effect of over 80% in size
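Eu-cryptate anti-ADP/ADP-d2 competition gives a ratio inversely related to ADP. Enzyme at 25 nM was pre-exposed to compound for 10 min, then given 10 uM ATP for 30 min, 37°C throughout.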
Nrf2 inh – Nrf2 qHTS screen for inhibitors. Potency, µM (top dose mostly 46 µM), inactives show at the highest dose activity change, negative = inhibition, hits mostly inhibitors. A549 ARE-Fluc reporter, luciferase luminescence, 18-24 h. actives 2.1% (n = 360,000); note: potency is the fitted concentration of half-maximal effect; % is set by controls: 0 for no effect and ±100 for the full control effect; nearly all actives have a fitted effect of over 60% in size
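A549 ARE_Fluc cells, 5000/well, 5% FBS OPTI-MEM; compounds in dose-response, 18-24 h at 37 °C/5% CO2; CellTiter-Fluor viability read (Ex 405/Em 525), then BugLite luciferase luminescence = Nrf2 activity.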
TGFb inhibitor – qHTS for Inhibitors of TGF-b. HepG2 CAGA-GFP TGF-b/SMAD3 reporter, GFP fluorescence, 18 h; TGF-beta stimulated, 500 pg/mL final. Potency, µM (highest dose often 46.1 µM), for the others: at the highest dose activity, negative = inhibition, hits mostly inhibitors. actives 1.2% (n = 410,000). AID 588855, 2011; note: potency is the fitted concentration of half-maximal effect; % is set by controls: 0 for no effect and ±100 for the full control effect; nearly all actives have a fitted effect of over 65% in size
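Smad-responsive CAGA-GFP expression was quantified in HEPG2 cells exposed to compounds and 500 pg/mL final TGF-beta for 18 h at 37 degrees C; unstimulated wells defined full inhibition.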
HepG2 viability – qHTS for Inhibitors of TGF-b: Cytotox Counterscreen; AID 588856, 2011; Potency, µM (top dose mostly 46.1 µM), inactives show at the top dose activity change, negative = cytotoxicity, hits mostly cytotoxic; HepG2 CAGA-GFP viability, ATP luminescence, 18 h; actives 0.76% (n = 410,000); note: potency is the fitted concentration of half-maximal effect; some results filed as inactive show a strong effect at the top dose
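CellTiter-Glo luminescence gave cytotoxicity after 18 hours at 37 degrees C. The cells were HepG2 CAGA-GFP in 1% FBS DMEM, stimulated with 500 pg/mL TGF-beta after compound addition. %Activity was normalised to no-cell wells (complete cell-killing) and DMSO (no toxicity), and curves were fitted and classified.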
ATXN viability – Viability Counterscreen for Primary qHTS for Inhibitors of ATXN expression; Potency, µM (titrated, usually from 56.7 µM), most hits filed as cytotoxic; actives 0.49% (n = 400,000); S2 cells (HEK-293 line with an ATXN2-luciferase reporter) viability, CellTiter-Fluor protease fluorescence, 24 h; AID 651635, 2014; note: potency is the fitted concentration of half-maximal effect; nearly all actives have a fitted effect of over 40% in size
A549 tox – Nrf2 qHTS screen for inhibitors: counterscreen for cytotoxicity; A549 ARE-Fluc cells, CellTiter-Fluor viability, 18-24 h; Potency, µM (highest dose often 46 µM), without a hit: at the highest dose activity change, negative = cytotoxicity, hits mostly inhibitors; actives 0.16% (n = 390,000); AID 504648, 2011; note: potency is the fitted concentration of half-maximal effect; % is set by controls: 0 for no effect and ±100 for the full control effect
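A549 ARE_Fluc cells in 5% FBS OPTI-MEM were exposed to compounds in concentration-response for 18-24 h at 37 deg C. Viability was read by CellTiter-Fluor fluorescence (Ex 405/Em 525) after 30 min, before the luciferase read.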
Nrf2 ARE act – qHTS of Nrf2 Activators; AREc32 ARE-luciferase reporter (MCF7-derived line), luminescence, 24 h; AID 624171, 2012; Potency, µM (series often up to 46.1 µM), for the others: at the top dose activation, actives largely listed as activators; actives 0.31% (n = 410,000); note: potency is the fitted concentration of half-maximal effect; % of control where 0% means no effect; nearly all actives have a fitted effect of over 65% in size
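Luciferase luminescence (Steady-Glo, 30 min at room temperature) served as the read-out of ARE activation in AREc32 cells treated with compounds for 24 hr at 37 deg C.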
CCT modulator – High-Throughput Screening for Modulators of Cytosolic Chaperonin Activity; purified chaperonin ATPase assay, HTRF ADP detection, 30 min; activity change, % (test concentration not listed), hits read low; actives 0.3% (n = 360,000); AID 651819, 2012; in the data active = activity change below about -30%; note: % is set by controls: 0 for no effect and ±100 for the full control effect
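ATPase activity: ADP formed was measured by HTRF Transcreener (665/615 nm ratio) after 30 min at 37 deg C with 10 uM ATP. Compounds screened at one 76 uM concentration against 40 or 20 nM TRiC in Tris pH 7.4/KCl/MgCl2/DTT buffer.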
* marks the source's active call; other numbers are inactive results; i = inactive; ? = inconclusive; nt = not tested or not shown; & = joins results of further samples; [ ] = another dose, or the depositor's remark. Unless noted, calls come from the whole dose curve; as a rule, active = well fitted curve in the direction sought with a large enough effect; inconclusive = small, poorly fitted or top-dose-only effect, or another doubt; inactive = no such curve, though single readings can be large; an effect the other way counts as inactive or inconclusive. Hits appear at their usual frequency. About 4.4% of those tested had a hit in this group.

Preview (5 entries):
SMILES	Akt phos inh	Mm-Cpn inhibitor	Nrf2 inh	TGFb inhibitor	HepG2 viability	ATXN viability	A549 tox	Nrf2 ARE act	CCT modulator
CCOc1ccccc1NC(=O)c1ccccc1N(C)S(C)(=O)=O	i	-7%	-14%	-19%	-2%	i	-13%	0.0%	-0.3
COc1cccc(CN(C)C(=O)CNC(=O)c2sc3ccccc3c2Cl)c1OC	i	-1%	26µM*	4%	-42%	i	-17%	2.8%	-4.7
COc1ccc(C(=O)NC(=S)NCc2ccco2)cc1Br	i	3%	?	-19%	-5%	i	0%	9.0%	-2.7
OC(COc1ccc2c(c1)CCC2)Cn1cnc2ccccc21 (centres undefined)	-123%*	2%	nt	?	3%	i	0%	7.3%	1.7
COc1cc(NC(=O)c2ccccc2)c(OC)cc1NC(C)=O	i	-1%	-3%	1%	-11%	i	11%	5.6%	0.0

Main list, from the first entry:
SMILES	Akt phos inh	Mm-Cpn inhibitor	Nrf2 inh	TGFb inhibitor	HepG2 viability	ATXN viability	A549 tox	Nrf2 ARE act	CCT modulator
CCOc1ccccc1NC(=O)c1ccccc1N(C)S(C)(=O)=O	i	-7%	-14%	-19%	-2%	i	-13%	0.0%	-0.3
COc1cccc(CN(C)C(=O)CNC(=O)c2sc3ccccc3c2Cl)c1OC	i	-1%	26µM*	4%	-42%	i	-17%	2.8%	-4.7
COc1ccc(C(=O)NC(=S)NCc2ccco2)cc1Br	i	3%	?	-19%	-5%	i	0%	9.0%	-2.7
OC(COc1ccc2c(c1)CCC2)Cn1cnc2ccccc21 (centres undefined)	-123%*	2%	nt	?	3%	i	0%	7.3%	1.7
COc1cc(NC(=O)c2ccccc2)c(OC)cc1NC(C)=O	i	-1%	-3%	1%	-11%	i	11%	5.6%	0.0
CCC(C)c1ccc(OCCCCN2CCOCC2)cc1 (centres undefined)	i	-1%	16%	-6%	-13%	i	8%	0.0%	-5.4
CC(=Nc1ccccc1O)c1sc2ccccc2c1O	i	-10%	?	?	-88%	?	-3%	?	-2.8
CCOc1cccc2cc(-c3nc4ccc(C(=O)O)cc4[nH]3)c(=O)oc12	nt	-2%	nt	nt	3%	nt	7%	-0.3%	nt
C[C@H](CO)N1C[C@H](C)[C@@H](CN(C)Cc2ccncc2)Oc2ccc(NC(=O)Cn3cnnn3)cc2C1=O	i	1%	-20%	1%	-3%	i	1%	0.8%	1.9
CCC(C)[C@H](NC(=O)N1CC(=O)Nc2ccccc21)C(=O)N[C@H](Cc1c[nH]c2ccccc12)C(=O)O (some centres undefined)	i	-3%	17%	-15%	-19%	i	1%	0.8%	0.3
Cc1cccc(COCC(Cc2ccccc2)N2CCN(C(=O)c3cccc(Cl)c3)CCC2=O)c1 (centres undefined)	i	-2%	21µM*	?	-29%	?	?	5.4%	-0.3
CCN(CC)CC1CN(N=Cc2ccc([N+](=O)[O-])o2)C(=O)O1 (centres undefined)	i	nt	-16%	?	-52%	?	-13%	-3.1%	-0.6
COc1ccc(CCNC(=O)c2ccc(CNc3nc(=S)[nH]c4ccccc34)cc2)cc1OC	i	-2%	?	-3%	-27%	i	2%	6.3%	0.2
COc1cccc(NC(=O)C2CCN(C(=O)[C@@H]3Cc4ccccc4CN3C(=O)OC(C)(C)C)CC2)c1	i	2%	-20%	-14%	5%	i	-5%	3.0%	0.7
COC(=O)CSc1nc2ccccc2c(=O)n1Cc1ccccc1	i	-1%	4%	14%	1%	i	-3%	-0.5%	0.4
O=C(O)/C=C/C(=O)Nc1ccc(F)cc1F	i	-3%	17%	-12%	3%	i	-2%	-0.3%	1.4
CN(C)Cc1c(O)ccc2cc(-c3nc4ccccc4n3C)c(=O)oc12	i	-8%	0%	5%	0%	nt	?	-0.6%[9.22 µM]	0.6
COc1ccc(-c2nnc(SCc3nc4ccccc4c(=O)[nH]3)o2)cc1	i	0%	-4%	-22%	-16%	?	1%	3.1%	-1.6
CCCCCC(=O)Nc1ccc(-c2csc(C)n2)cc1	i	-1%	15%	1%	-1%	i	-8%	2.7%	1.2
Cc1ccc(-n2nc(CO)c(C(=O)NCc3cccnc3)n2)cc1	nt	nt	-15%	0%	-17%	nt	-1%	3.1%	nt
COc1ccc(NC2=CC(=O)CC(c3ccccc3)C2)c(OC)c1 (centres undefined)	i	-1%	?	?	-15%	i	-16%	-0.6%	-2.3
COc1ccc(CCNC(=O)C2CCC(CNS(=O)(=O)c3ccc(C)cc3)CC2)cc1OC (centres undefined)	nt	nt	nt	-21%	-19%	nt	11%	-1.2%	nt
O=C(COC(=O)c1cccc(S(=O)(=O)N2CCCC2)c1)c1ccc(F)cc1	i	nt	nt	-8%	-8%	i	nt	-1.4%	-1.9
Cc1ccc(C)c(NC(=O)COc2cccc3c2CCN(Cc2ccccc2)C3=O)c1	i	0%	7%	1%	-1%	i	0%	-0.2%	-2.6
CCC(C)c1ccc(C(CC)NC(=O)C2CCCO2)cc1 (centres undefined)	i	0%	-55%	-20%	-13%	i	-4%	0.3%	0.6
Cc1cc(F)ccc1S(=O)(=O)NCC(c1ccc2c(c1)OCO2)N1CCOCC1 (centres undefined)	i	1%	0%	10%	-15%	i	4%	-0.3%	0.5
Cc1ccc(C)c(S(=O)(=O)N2CCCOC2CNC(=O)C(=O)NCCc2ccccc2)c1 (centres undefined)	i	2%	?	-24%	-16%	i	-8%	0.1%	2.4
Cn1c(=O)c2[nH]cnc2n(C)c1=O	i	3%	2%	18%&17%	13%&-2%	i	-3%	0.3%	-0.5
CCCc1c(C(=O)N/N=C/c2cccc3ccccc23)nnn1-c1nonc1N	i	-2%	?	1%	2%	i	-5%	0.4%	1.0
Cn1c(=O)[nH]c(=O)c2c1nc(SCC(=O)Nc1ccccc1)n2Cc1ccccc1	i	-2%	-5%	-2%	-3%	i	-3%	0.4%	0.4
CCC(C)NC(=O)CSc1nc2c(sc3ccccc32)c(=O)n1CCc1ccc(OC)c(OC)c1 (centres undefined)	nt	nt	nt	-4%	-1%	i	-5%	-0.6%	nt
C#CCOC(=O)Nc1cccn(Cc2c(Cl)cccc2Cl)c1=O	-120%*	-1%	?	?	-21%	i	-16%	2.5%	-3.5
COc1cccc(NC(=O)CN2C(=O)CSc3ccc(S(=O)(=O)N4CCCC4)cc32)c1	nt	nt	-10%	?	-9%	nt	4%	3.8%	nt
O=C(Nc1ccc(S(=O)(=O)N2CCCC2)cc1)Nc1ccc(F)cc1F	i	nt	?	-5%	-24%	i	-6%	1.2%	0.3
Cc1c(NC(=O)c2ccc3c(c2)OCO3)cccc1-c1nc2ccccc2s1	i	1%	?	-27%	-34%	?	-17%	-0.4%	-1.6
O=C(O)CCCC(=O)Nc1ccc(C(=O)N2CCCCC2)cc1	i	nt	-2%	3%	-10%	i	2%	-0.4%	-1.4
C=CCOc1c(/C=N\NC(N)=O)cccc1OC	i	0%	1%	-3%	-4%	i	13%	0.9%	-1.2
Cn1nnc2cc(C(=O)Nc3ccc(Cl)cc3)ccc21	i	2%	4%	16%	3%	i	-3%	0.6%	1.5
CCc1nc2n[nH]c(N)c2c2c1CSC(C)(C)C2	i	1%	-21%	1%	-17%	i	0%	-0.9%	-0.2
Cc1cc(=O)oc2c3c(cc(OCC(=O)NC(C)C)c12)OC(C)(C)CC3	i	-3%	?	2%	-23%	i	8%	3.9%	-1.0
CN(Cc1cccnc1)Cc1cn(Cc2ccccc2)nc1-c1ccc2c(c1)OCO2	i	-1%	-20%	-9%	-26%	i	-1%	0.3%	-2.9
O=[N+]([O-])CC1(n2nc3ccccc3n2)CCCCC1	i	0%	10%	13%	0%	i	0%	-0.4%	-1.1
Cc1ccc(/C(O)=C2/C(=O)C(=O)N(c3ccccn3)C2c2cccc([N+](=O)[O-])c2)cc1 (centres undefined)	i	-10%	?	-2%	-2%	i	-11%	-0.3%	-0.5
CC1CCc2c(sc3nc(SCC(=O)NCc4ccco4)nc(N)c23)C1 (centres undefined)	i	0%	nt	11%	-9%	i	-3%	6.3%	-0.1
Clc1ccccc1-c1nnc(-c2ccccc2CNc2ccccc2)o1	nt	nt	?	-3%	-13%	i	5%	6.7%	nt
Cc1c(C(=O)OCc2ccccc2)[nH]c2c1C(=O)CC(c1ccco1)C2 (centres undefined)	i	-13%	-14%	2.5µM*	-44%	?	-27%	4.9%	0.5
O=C(Nc1cccnc1)/C(N=Nc1c(Cl)cccc1Cl)=C(\O)c1ccccc1	i	1%	-3%	-19%	7%	?	-1%	0.2%	-1.7
CCc1nnc(NC(=O)Cc2ccc(OC)c(OC)c2)s1	i	-2%	-2%	-2%	-8%	i	0%	-0.4%	-2.9
CCn1nc(C)c(/C=N/NC(=O)c2c[nH]c3ccccc23)c1C	i	0%	?	7%	-2%	?	-8%	2.2%	-1.5
CC(C)NC(=O)C(=O)NCCCOC(C)C	i	2%	2%	-5%	-10%	i	-8%	-0.2%	0.0
COc1ccc(S(=O)(=O)NCc2cc(-c3ccccc3Cl)no2)cc1	i	1%	-1%	-6%	6%	i	4%	-0.7%	-2.5
O=C(NC(=S)NCc1ccccc1)c1ccccc1F	nt	-1%	9%	1%	-24%	nt	-3%	2.4%	1.2
N#C/C(=C/c1ccc(F)cc1)C(N)=S	i	-8%	-12%	9%	0%	i	4%	-0.3%	-0.1

Bioassay records deposited in PubChem BioAssay by National Center for Advancing Translational Sciences (NCATS).
